Compound activity deposited in PubChem by several laboratories.
ssDAF-12 act: S. stercoralis DAF-12 nuclear receptor activators, primary screen, cell-based, luminescence, HEK293, GRIP1 co-expression, lit1-tk-luc | Nuclear hormone receptor DAF-12 (Strongyloides stercoralis) | HEK293 ssDAF-12/GRIP1 lit1-tk-luc reporter; % of 3 µM dafachronic acid response | activation, % at 6.8 µM | 370,000 tested, 1% active;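 active = activation above the mean over all tested compounds plus 3 SD, cut at about 0.9% in these data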;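 note: 0% = DMSO-only wells and 100% = 3 µM delta7-dafachronic acid wells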
hcDAF-12 act: H. contortus DAF-12 nuclear receptor activators, primary screen, cell-based, luminescence, HEK293, lit1-tk-luc reporter; HEK293 hcDAF-12 lit1-tk-luc reporter; 0% DMSO, 100% Δ7-dafachronic acid; activation, % at 6.8 µM; 370,000 tested, 1.4% active;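 active = activation above the mean of all tested compounds plus 3 SD, cut at about 5.5% in these data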;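 note: 100% = response to 3 µM Δ7-dafachronic acid high control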
ADAM17 inh: ADAM17 inhibitors, primary screen, biochemical, QFRET | Disintegrin and metalloproteinase domain-containing protein 17 (Homo sapiens), P78536 | recombinant ADAM17, EDANS/DABCYL FRET peptide cleavage | inhibition, % at 6.95 µM | 370,000 tested, 0.83% active;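 active = inhibition above the mean of compounds lying between control limits plus 3 SD, set per campaign, cut at about 8.5% in these data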;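 note: 0% = DMSO-only wells as the low control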
DAX1 inh-1: DAX1 (NR0B1) inhibitors on StAR promoter, primary screen, cell-based, luminescence, SF-1 (NR5A1), full-length DAX-1 | 370,000 tested, 1.1% active | AID 652010, 2013 | HEK293T StAR-luciferase reporter, SF-1/DAX-1 repression relief | inhibition, % at 6.8 µM;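 active = inhibition above the mean over all tested compounds plus 3 SD, cut at about 3.6% in these data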;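 note: 0% = DAX-1 cells with DMSO and 100% = cells lacking DAX-1 with DMSO; higher inhibition means more luminescence from relief of DAX-1 repression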
DAX1 inh-2: DAX1 (NR0B1) inhibitors, primary screen, cell-based, HEK293, Gal4-DAX1, luciferase luminescence | 340,000 tested, 0.99% active | HEK293 Gal4-DAX1 luciferase reporter | Nuclear receptor subfamily 0 group B member 1 (Homo sapiens), P51843 | inhibition, % at 6.75 µM | AID 504766, 2011;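 active = inhibition above the mean over all tested compounds plus 3 SD, cut at about 4.2% in these data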;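 note: 0% = DAX1-transfected cells with DMSO and 100% = empty-vector control cells with DMSO; inhibition shows as a rise in luminescence from relieved DAX1 repression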
Target sequence (P51843 207-470 limits assumed): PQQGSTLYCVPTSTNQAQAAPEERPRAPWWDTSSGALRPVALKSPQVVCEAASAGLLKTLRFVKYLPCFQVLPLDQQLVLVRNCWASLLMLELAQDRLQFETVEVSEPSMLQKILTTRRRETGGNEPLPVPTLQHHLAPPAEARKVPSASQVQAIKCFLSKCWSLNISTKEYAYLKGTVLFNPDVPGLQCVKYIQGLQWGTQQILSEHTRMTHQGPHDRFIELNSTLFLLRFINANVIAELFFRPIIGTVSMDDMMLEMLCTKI
GC-A act: GC-A stimulated cGMP production enhancers – HEK293 GC-A cells, cGMP TR-FRET, EC30 ANP, primary screen. 0% at EC30 ANP, 100% saturating ANP. Atrial natriuretic peptide receptor 1 (Homo sapiens), P16066. 370,000 tested, 0.14% active. activation, % at 10 µM; in the data active = activation above about 40%
GAA850 FXN act: FXN promoter activators, primary screen, cell-based, luciferase luminescence, HEK293 lucGAA850 | activation, % at 6 µM | HEK293 lucGAA850 FXN promoter luciferase reporter, 24 h; percent of 10 µM SAHA response | 360,000 tested, 0.56% active;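 active = activation above the average of all compounds screened plus 3 SD, cutoff fixed separately per campaign, cut at about 7.5% in these data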;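 note: 0% = DMSO wells and 100% = 10 µM SAHA wells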
PG9 Ab binder: binders of HIV-1 gp120 antibody PG9, primary screen, biochemical, TR-FRET. inhibition, % at 6.7 µM. 360,000 tested, 0.43% active. TR-FRET gp120-PG9 antibody binding. AID 624416, 2012. HIV-1 gp120 / PG9 antibody interaction; in the data active = inhibition above about 8.5%
ADAM10 inh: human ADAM10 inhibitors, primary screen, biochemical, QFRET, HTS; recombinant ADAM10, EDANS/DABCYL FRET peptide cleavage, 3 h; inhibition, % at 7 µM; 370,000 tested, 0.62% active; AID 720582, 2013;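 active = inhibition above a per-campaign cutoff equal to the mean of compounds falling between control-based bounds plus 3 SD, cut at about 20% in these data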;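 note: 0% = DMSO wells while the 100% control is not disclosed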
Target sequence (O14672 214-748 limits assumed): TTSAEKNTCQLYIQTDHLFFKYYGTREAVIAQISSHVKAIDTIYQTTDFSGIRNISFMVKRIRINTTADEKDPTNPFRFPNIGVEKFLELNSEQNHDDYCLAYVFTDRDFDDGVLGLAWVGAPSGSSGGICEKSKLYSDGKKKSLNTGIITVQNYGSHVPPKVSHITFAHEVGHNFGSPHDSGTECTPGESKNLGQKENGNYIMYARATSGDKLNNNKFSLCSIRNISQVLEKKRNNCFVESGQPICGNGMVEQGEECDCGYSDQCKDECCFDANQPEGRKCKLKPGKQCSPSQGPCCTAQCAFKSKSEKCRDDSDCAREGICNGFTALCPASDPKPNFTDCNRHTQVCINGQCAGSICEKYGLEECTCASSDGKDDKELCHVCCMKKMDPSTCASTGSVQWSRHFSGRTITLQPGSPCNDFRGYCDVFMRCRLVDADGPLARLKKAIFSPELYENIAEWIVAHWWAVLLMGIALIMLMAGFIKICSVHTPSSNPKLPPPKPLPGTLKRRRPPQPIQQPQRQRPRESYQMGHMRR
SMARCA2 activ: SMARCA2 (BRM) function activators, primary screen, cell-based, luminescence, high throughput; MG213 cells, MMTV-luciferase reporter, dexamethasone, overnight; 370,000 tested, 1% active; activation, % at 9.1 µM; in the data active = activation above about 7.8%;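 note: 0% = vehicle wells and 100% = reference activator wells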
hgDAF-12 ag: H. glycines DAF-12 receptor agonists, primary screen, cell-based, luminescence, HEK293, GAL4 fusion, UAS-luciferase. HEK293 GAL4-hgDAF12 UAS-luciferase reporter, agonist luminescence; normalized to butyrate control. activation, % at 6.8 µM. 370,000 tested, 1.8% active. AID 687014, 2013;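 active = activation above a cutoff set at the mean of all screened compounds plus 3 SD, cut at about 10% in these data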;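 note: 0% = DMSO wells and 100% = sodium butyrate wells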
The depositor's hits bear a star; i = inactive; / = not tested or not shown.

SMILES	ssDAF-12 act	hcDAF-12 act	ADAM17 inh	DAX1 inh-1	DAX1 inh-2	GC-A act	GAA850 FXN act	PG9 Ab binder	ADAM10 inh	SMARCA2 activ	hgDAF-12 ag
Cc1ccccc1NC(=O)NNC(=O)c1ccc2ccccc2c1O	-0.8	2.2	-115.7	0.2	-0.3	1.9	1.5	-2.4	-353.3	4.0	0.4
COC(=O)c1ccccc1S(=O)(=O)N1CCC(C(=O)NCC2CCCO2)CC1 (centres undefined)	0.5	-0.8	-0.5	1.2	4.3*	1.1	-0.7	-2.0	-8.4	-2.1	0.4
CCOC(=O)c1cc(CC)sc1N1C(=O)CC(Sc2ncccc2C(=O)O)C1=O (centres undefined)	-1.3	0.3	-5.2	0.1	-1.4	-1.3	1.7	0.8	-5.2	-4.7	-2.3
O=C(O)C(Cc1ccccc1)N1C(=O)c2c(Cl)c(Cl)c(Cl)c(Cl)c2C1=O (centres undefined)	-0.6	1.2	0.5	-0.3	1.6	-1.3	1.2	0.2	-2.9	-2.1	1.8
COc1cccc(NC(=O)CN2C(=O)CSc3ccc(S(=O)(=O)N4CCOCC4)cc32)c1	-0.7	2.0	3.8	-0.3	-0.8	0.8	-0.1	-1.1	3.2	-1.2	0.8
CCc1nnc(NC(=O)CCc2ccc(C)o2)s1	-1.3	-0.5	-5.7	-0.7	0.7	1.2	-1.0	1.5	1.9	-2.1	2.5
CCOCCn1ccc2c(OCC(=O)Nc3ccc(OC)cc3OC)cccc2c1=O	-0.8	0.8	0.8	0.1	1.9	10.8	0.5	2.2	-11.9	-0.8	2.6
COc1ccc(NC(=O)CN2C(=O)NC3(CCCCCCC3)C2=O)cc1	-0.6	-0.5	-4.1	0.2	-0.1	-0.9	0.2	-1.5	-3.7	0.0	-1.9
CCN1CCN(c2cc(=O)n(C3CCCCC3)c(=O)[nH]2)CC1	-0.5	-0.4	-3.4	0.1	-0.1	4.0	0.1	-2.0	-7.3	0.0	-2.6
O=C1[C@@H]2Cc3c([nH]c4ccccc34)C(c3ccccc3)N2C(=O)CN1CCO (some centres undefined)	-0.6	2.6	-0.3	0.7	0.8	25.9	-0.3	-2.3	-0.4	0.3	3.7
C[C@H](CO)N1C[C@H](C)[C@@H](CN(C)S(C)(=O)=O)Oc2ccc(NC(=O)CCN3CCOCC3)cc2C1=O	-1.2	-0.3	-5.8	0.4	1.2	3.8	1.4	-0.4	-15.7	-5.7	0.8
Cn1c2ccc(F)cc2c2nnc(SCCN3CCCCC3)nc21	1.1*	8.2*	1.6	1.1	1.6	16.1	4.8	-1.7	0.0	4.4	5.1
COC(=O)C1CCN(C(=O)c2ccccc2NC(C)=O)CC1	-0.5	-2.3	-1.6	0.2	2.1	0.3	1.3	3.4	-1.2	-5.5	-0.7
COc1ccccc1NC(=O)c1nc(S(=O)(=O)Cc2ccccc2)ncc1Cl	-0.9	1.5	-3.8	1.7	0.5	27.3	4.8	-1.6	-4.2	4.3	-1.3
Cc1ccc(-c2nn(-c3ccccc3)cc2CC(=S)N2CCOCC2)cc1	-1.6	-1.1	2.4	0.0	0.4	-5.7	0.1	0.4	-3.6	-3.4	-2.8
Cc1ccc(C(c2nnnn2CC2CCCO2)N2CCN(c3cccc(C)c3C)CC2)cc1 (centres undefined)	-1.3	0.8	-1.0	0.1	0.5	-4.3	0.1	-0.8	-6.1	-0.8	2.5
O=C(NC(=S)Nc1ccccc1N1CCCC1)c1ccc([N+](=O)[O-])cc1	-1.4	-1.1	-0.2	-1.7	-0.9	-5.7	0.0	-0.4	10.4	-2.9	-0.7
O=C(Oc1cccc2c(O)cccc12)c1ccccc1Cl	-0.4	0.2	-1.4	0.5	0.2	6.1	0.9	2.0	3.6	-2.3	-0.4
Cc1cccc(-n2c(N)cc(=O)[nH]c2=S)c1	-0.8	0.6	-4.4	0.0	1.7	1.9	-2.3	-0.1	-16.6	-2.3	-0.6
Cc1cc(C(=O)Nc2ccc(Br)cc2F)n(-c2ccccc2)n1	-0.9	0.5	1.5	-0.6	-0.2	0.1	-1.1	-1.0	1.5	-3.5	1.7

An excerpt from the list above, as a working copy:
SMILES	ssDAF-12 act	hcDAF-12 act	ADAM17 inh	DAX1 inh-1	DAX1 inh-2	GC-A act	GAA850 FXN act	PG9 Ab binder	ADAM10 inh	SMARCA2 activ	hgDAF-12 ag
Cc1cccc(-n2c(N)cc(=O)[nH]c2=S)c1	-0.8	0.6	-4.4	0.0	1.7	1.9	-2.3	-0.1	-16.6	-2.3	-0.6
Cc1cc(C(=O)Nc2ccc(Br)cc2F)n(-c2ccccc2)n1	-0.9	0.5	1.5	-0.6	-0.2	0.1	-1.1	-1.0	1.5	-3.5	1.7

Following part.
SMILES	ssDAF-12 act	hcDAF-12 act	ADAM17 inh	DAX1 inh-1	DAX1 inh-2	GC-A act	GAA850 FXN act	PG9 Ab binder	ADAM10 inh	SMARCA2 activ	hgDAF-12 ag
CC(C)(C(=O)N1CCC1(C)C(=O)NS(=O)(=O)c1ccc(Br)cc1)c1ccccc1 (centres undefined)	-1.5	-2.0	0.2	1.8	/	5.9	-0.8	0.2	3.5	-4.0	-1.1
OCCC1CN(Cc2ccccc2O)CCN1CCc1ccccc1 (centres undefined)	-1.3	0.8	-5.7	-0.5	1.6	3.6	-3.6	-1.3	-3.4	-0.3	0.9
O=C(NN1C(=O)C2C3C=CC(C3)[C@H]2C1=O)c1cccnc1 (some centres undefined)	-0.8	-0.9	-3.1	-0.8	0.2	-0.1	0.0	-1.8	-5.9	0.8	0.7
COCCN(CC1CCCN(C2Cc3ccccc3C2)C1)C(=O)c1cccs1 (centres undefined)	-0.6	3.6	-0.6	0.7	0.0	-4.3	1.4	-1.3	-2.7	3.8	0.4
CCc1cccc(C)c1NC(=O)C1CC(=O)N(C2CCCC2)C1 (centres undefined)	-1.0	0.5	-0.6	0.3	0.1	3.2	0.1	-2.1	-1.5	-0.1	1.2
CCc1c(O)nc(SCC(=O)NC(C)(C)C)n(-c2ccccc2)c1=O	-1.0	0.1	1.3	-0.3	1.7	3.0	-0.2	-2.4	4.7	8.1*	0.3
Cc1nc2nc(CCNS(=O)(=O)c3ccc(Cl)cc3)cn2nc1C	-1.1	0.0	-354.8	-0.3	0.7	0.4	-0.4	-2.3	i	2.3	-0.6
CC(=O)Nc1ccc(Oc2ccc(S(=O)(=O)N3CCCC3)cn2)cc1	-0.6	1.3	1.3	-0.8	-0.4	-0.9	1.2	1.1	-21.1	-2.3	1.3
Cc1nnc(SCc2nnc(-c3ccccc3Br)o2)s1	-0.8	0.9	-4.8	0.7	0.8	-2.0	1.9	0.5	-7.4	1.4	3.0
CC(C)N(C(=O)CSc1nn2c(=O)c(C(C)(C)C)nnc2s1)c1ccccc1	-0.6	-2.6	0.1	-0.2	0.0	1.1	0.5	1.2	2.0	-1.3	-0.7
CCOc1cc(/C=C/C(=O)OCC(=O)N(CC)C2CCS(=O)(=O)C2)cc(Cl)c1OC (centres undefined)	-1.8	0.7	-4.8	0.0	1.1	-1.1	-0.9	-2.3	-39.3	-3.0	0.1
COC(=O)[C@]12C[C@H](CC(=O)NCCCN3CCCC3=O)C(=O)N(CCC3=CCCCC3)C1=C[C@H](C1CCCC1)O[C@@H]2C	-0.8	-3.4	-0.3	-0.7	/	3.1	/	/	2.4	-2.8	-3.6
Cc1ccc2c(=O)n3c(nc2c1)C(Cc1ccc(O)cc1)NC(=O)c1cc2ccccc2cc1-3 (centres undefined)	-0.9	-1.7	6.0	-3.1	-1.5	-5.2	-6.0	-0.7	1.5	-3.9	3.7
Nc1nc(-c2ccc(Br)s2)c(Br)s1	-0.7	1.1	1.4	-0.4	0.1	-0.2	4.3	-1.7	9.6	-0.6	3.3
CC(=O)c1sc(NC(=O)CCS(=O)(=O)c2ccccc2)nc1C	-0.5	3.7	-0.6	2.0	0.0	0.9	5.3	-2.0	0.2	11.2*	2.9
CCOc1c2ccc(C(=O)NCc3cc(C(F)(F)F)cc(C(F)(F)F)c3)cc2nn1C	-1.4	-3.0	-258.5	-0.7	0.5	-1.5	-1.1	1.1	i	0.7	-1.1
CN(C)c1nn2c(-c3ccccc3)nnc2o1	-1.5	1.6	1.8	0.4	-0.1	-0.3	0.5	-0.5	7.6	8.8*	-2.1
CC(=O)OC[C@@H]1CN(Cc2ccccc2)C[C@H](n2cnc3c(N(C)C(C)C)ncnc32)O1	-0.8	-1.6	2.4	-0.5	/	-3.6	0.2	0.7	-4.3	-0.3	-1.1
CCOC(=O)N1CCN(C(=O)COC(=O)CSc2cc(C)c(Br)cc2C)CC1	-0.9	-0.4	0.4	-0.1	0.1	-3.5	-1.1	-1.1	2.2	2.6	-0.1
ClC1(Cl)CC1CSc1nc2ccccc2[nH]1 (centres undefined)	-0.9	-0.9	-1.8	2.6	0.0	-2.6	7.3	0.3	6.2	2.5	12.3*
Cc1ccc(C(=O)Oc2ccc3c(c2)ncn3C)cc1	-1.2	-2.6	-3.4	0.0	-1.4	/	0.8	-1.8	-1.0	-0.4	0.9
CCOC(=O)C1=C(C(=O)OCC)C2N(Cc3ccc(C#N)cc3)c3ccccc3[C@@]23C[C@@H](C(=O)OC)N(S(=O)(=O)c2ccccc2)C3=N1 (some centres undefined)	-1.2	0.9	0.3	-0.8	/	0.3	/	0.4	0.6	-4.2	1.6
Cc1csc(C2=C(O)CN(CCc3ccccc3)C2=N)n1	-1.7	-0.6	-4.5	-0.4	-1.7	-9.1	-2.2	-3.4	-6.3	-3.7	0.9
CCCSc1ccc([C@@H]2[C@@H]3C(=O)N(CC)C(=O)[C@@H]3[C@]3(C(=O)OC)CCCCN23)cc1	-1.3	-0.7	3.3	0.6	0.7	6.2	1.1	0.3	13.4	-0.2	-2.7
COc1ccc(-n2c(C(C)(C)C)csc2=Nc2c(C)n(C)n(-c3ccccc3)c2=O)cc1	-1.3	-2.7	1.7	1.0	0.9	-3.6	1.2	-1.2	-4.8	-2.2	-3.2
CN1C(=O)/C(=C/C=C2\SCCN2C)N(C)C1=S	0.1	2.3	-1.4	2.1	0.7	-12.2	3.4	-37.3	3.0	5.9	14.3*
Cc1ccc2c(c1)c1nnc(SCC(=O)Nc3cccc(Cl)c3C)nc1n2CC(=O)O	-0.9	-1.0	-2.0	-1.0	-0.9	-1.0	1.4	-3.1	1.9	-3.7	-1.3
COc1ccc2cc[nH]c2c1	-1.3	2.8	-2.2	0.3	0.0	0.8	1.0	-0.9	-5.5	-1.0	1.5
